Screening results as filed in PubChem BioAssay.
p97 inhibitor – inhibitors of human p97 ATPase, primary screen, biochemical; inhibition, % at 8 µM; recombinant p97 ATPase, Kinase-Glo ATP luminescence, 3 h; 220,000 compounds, 0.42% hits; Transitional endoplasmic reticulum ATPase (Homo sapiens), P55072; in the data active means inhibition above about 15%;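 further: 0% = DMSO vehicle and 100% = wells lacking enzyme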
TbHK1 inh – Trypanosoma brucei hexokinase 1 inhibitors, primary screen, biochemical, G6PDH-coupled NADH absorbance, MLSCN library. inhibition, % at 10 µM. recombinant TbHK1, G6PDH-coupled NADH A340. 220,000 compounds, 0.11% hits. hexokinase 1 [Trypanosoma brucei];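 active means inhibition of 50% or more in the single-dose primary screen; inactive means inhibition below 50%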
BaF3 tox – parental Ba/F3 cell viability inhibition, counter-screen for JAK2V617F inhibitor project, murine pro-B, CellTiter-Glo luminescence | CellTiter-Glo ATP luminescence | 220,000 compounds, 1.1% hits | AID 1486, 2009 | inhibition, % at 5.6 µM;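 active means inhibition above a per-campaign cutoff, the mean inhibition of all tested compounds plus 3 SD, cut at about 27% in these data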;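 further: 0% = DMSO wells and 100% = JAK Inhibitor I control wells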
Furin inhibitor – human furin inhibitors, primary screen, biochemical, fluorescence intensity | P09958 | purified furin, fluorogenic substrate cleavage | inhibition, % at 30 µM | 220,000 compounds, 0.061% hits | AID 463115, 2010; in the data active means inhibition above about 25%; further: inactives centre near -15
Target sequence (P09958 108-714 limits assumed): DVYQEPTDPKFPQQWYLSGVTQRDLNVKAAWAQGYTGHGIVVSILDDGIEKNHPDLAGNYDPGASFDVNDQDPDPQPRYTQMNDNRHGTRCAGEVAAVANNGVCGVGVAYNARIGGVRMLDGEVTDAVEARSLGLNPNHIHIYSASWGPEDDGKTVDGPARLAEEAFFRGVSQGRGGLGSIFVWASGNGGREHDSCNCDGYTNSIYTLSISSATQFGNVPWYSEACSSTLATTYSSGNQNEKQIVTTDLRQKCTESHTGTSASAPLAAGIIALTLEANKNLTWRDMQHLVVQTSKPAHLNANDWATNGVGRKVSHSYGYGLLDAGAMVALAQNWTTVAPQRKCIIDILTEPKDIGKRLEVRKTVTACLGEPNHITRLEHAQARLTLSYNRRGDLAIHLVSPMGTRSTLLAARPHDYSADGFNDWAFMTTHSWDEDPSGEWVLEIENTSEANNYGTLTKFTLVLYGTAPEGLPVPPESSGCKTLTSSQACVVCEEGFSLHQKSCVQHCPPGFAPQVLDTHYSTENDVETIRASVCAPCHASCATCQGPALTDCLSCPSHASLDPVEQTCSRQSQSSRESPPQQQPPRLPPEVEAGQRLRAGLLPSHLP
PPC-1+TRAIL kill – compounds killing PPC-1 cancer cells with TRAIL present, primary screen, TRAIL potentiator project, ATPLite luminescence, uHTS; PPC-1 cells + TRAIL, ATPLite viability luminescence; cell killing (% activity), % at 4 µM; 220,000 compounds, 0.41% hits; AID 1443, 2008;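 active means cell killing above 50% in the first pass at 4 µM, then a duplicate retest at 5 µM averaging 50% or more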;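 further: plate controls were cells with TRAIL plus DMSO for no effect and medium-only wells lacking cells for full effect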
PGE2 EP2 inh – human EP2 receptor antagonists, primary screen, TR-FRET cAMP, C6 glioma cells; inhibition, % at 25 µM; C6 glioma cells expressing human EP2; cells stimulated with saturating PGE2; AID 1422, 2008; Prostaglandin E2 receptor EP2 subtype (Homo sapiens), P43116; 260,000 compounds, 0.52% hits;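 active means percent inhibition above 40 after rounding to a whole number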;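 further: rat C6 glioma host cells with rolipram phosphodiesterase inhibitor present; the protocol text gives 20 µM as final concentration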
Target sequence (P43116 whole entry, looked up): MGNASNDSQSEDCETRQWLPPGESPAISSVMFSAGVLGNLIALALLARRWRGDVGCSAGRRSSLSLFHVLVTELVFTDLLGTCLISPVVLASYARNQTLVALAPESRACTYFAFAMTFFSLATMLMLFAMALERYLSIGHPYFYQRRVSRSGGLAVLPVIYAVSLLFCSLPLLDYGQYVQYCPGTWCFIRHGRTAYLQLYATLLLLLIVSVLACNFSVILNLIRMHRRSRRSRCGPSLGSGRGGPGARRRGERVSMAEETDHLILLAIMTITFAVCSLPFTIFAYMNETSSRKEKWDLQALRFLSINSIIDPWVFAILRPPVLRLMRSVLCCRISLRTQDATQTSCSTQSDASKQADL
Ba/F3 V617F tox – reduced viability of JAK2V617F-dependent Ba/F3 cells, primary screen, JAK2V617F inhibitor project, cell-based, Ba/F3 EpoR-JAK2V617F, luminescence; ATP luminescence; inhibition, % at 5.6 µM; 220,000 compounds, 1.1% hits; AID 1446, 2008;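 active means inhibition above the campaign mean plus 3 SD over all tested compounds, cut at about 24% in these data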;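 further: cytokine-independent growth of Ba/F3 cells driven by EpoR plus mutant JAK2; 0% = DMSO-treated cells and 100% = JAK inhibitor I control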
NCF1 inh – p47phox/p22phox peptide binding inhibitors, primary screen, biochemical, uHTS, NADPH oxidase regulatory subunit; Neutrophil cytosol factor 1 (Homo sapiens), P14598; fluorescence polarization, 2 h; inhibition, % at 24.7 µM; 220,000 compounds, 0.53% hits; AID 1274, 2008;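 active means inhibition above about 30%, limit read from the data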;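 further: 0% = p47phox with labelled peptide and 100% = labelled peptide alone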
RBBP9 inh – human RBBP9 inhibitors, primary screen, biochemical, fluorescence polarization, FP-Rh probe, HTS | recombinant RBBP9 | inhibition, % at 7.94 µM | 220,000 compounds, 0.2% hits | AID 1515, 2009;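 active means inhibition above the campaign mean of all tested compounds plus 3 SD, cut at about 14% in these data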;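 further: plate controls were DMSO wells with RBBP9 for no effect and wells lacking RBBP9 protein for full effect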
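Measured by – fluorescence polarization · Test system – RBBP9 protein · Input – 2.5 µM RBBP9 dispensing solution, before mixing · Measure – percent inhibition from mP, scaled between DMSO and no-protein wells · Benchmarks – DMSO-treated enzyme wells and wells lacking RBBP9 · Times – preincubation 30 min plus labeling 45 min at 25 °C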
* = called active by the depositor; / = no result given; & = joins results of further samples; [ ] = dose if it differs, or a comment. The list is partial; count on the stated rates, not on these rows.

SMILES	p97 inhibitor	TbHK1 inh	BaF3 tox	Furin inhibitor	PPC-1+TRAIL kill	PGE2 EP2 inh	Ba/F3 V617F tox	NCF1 inh	RBBP9 inh
O=C(COC(=O)CCc1ccccc1)NC12CC3CC(CC(C3)C1)C2	-7	6	1	-9	14	1	3	-7	-3
O=C(O)c1ccc2cccc(O)c2n1	5	-8	3	-7	-16	10	-7	1	7
Cc1onc(-c2ccccc2)c1C(=O)Nc1cccc(C#N)c1	7	6	5	-34	8	12	2	-3	-2
N/C(=N\OC(=O)COc1ccc([N+](=O)[O-])cc1)c1ccncc1	-3	-7	5	-11	17	3	3	8	1
CCC(=O)N1CCc2cc(S(=O)(=O)N3CCc4ccccc4C3)ccc21	3	-4	1	-16[20 µM]	-15	11	-4	0	4
O=C(N/N=C/c1ccco1)c1ccccn1	1	-30	6	-2[20 µM]	3	10	-3	6	-8
Cc1ccc(CCNC(=O)c2nnn(-c3cc(C)cc(C)c3)c2N)cc1	1	6	2	-24	19	7	-1	-9	-6
CN(C)c1ccc(NC(=O)CSc2nc3ccccc3c(=O)n2C2CCCCC2)cc1	3	-3	6	-11	20	7	1	-7	-4
O=C1NC(=O)C(Cc2ccccc2)(c2cccnc2)N1 (stereo not given)	8	-8	-1	-7	10	9	-3	0	3
COc1cccc(CN=C2Nc3ccccc3CS2)c1	4	3	-1	-32	0	4	-2	-6	-2
CCOC(=O)C1(Cc2ccccc2C)CCCN(S(=O)(=O)c2cccnc2)C1 (stereo not given)	-9	-10	1	-13	24	2	0	12	-8
Cc1nc2cc(NC(=O)Nc3ccc(Br)cc3)ccc2o1	2	-2	9	-13	14	0	3	-12	-3
COC(=O)c1ccccc1Nc1cc(C)nc2nc(C)nn12	5	-10	7	-2	-7	3	0	-4	2
CCc1cccc(NC(=O)Nc2cccs2)c1	7	19	6	-17	4	19	0	-6	5
COc1ccc(CCNC(=O)c2ccc(CS(=O)(=O)c3ccc(C)cc3)o2)cc1OC	-1	2	3	-1[20 µM]	-2	12	-3	0	3
COc1ccc(-n2cccc2/C=C2\C(=N)N3N=C(c4ccco4)SC3=NC2=O)cc1	6	-1	3	-1	-3	6	-1	-75	-11
CC(=O)Nc1ccc2[nH]c3ccccc3c2c1	3	-5	3	-17	6	12	0	0	-5
COc1ccc(C(=O)Nc2cccc(C(C)=O)c2)cc1OC	2	2	7	-17	2	8	1	-10	-1
Cc1cc(C)n(-c2cc(N3CCN(C(=O)c4cccc(Br)c4)CC3)ccc2[N+](=O)[O-])n1	0	-6	10	1[20 µM]	14	8	2	-9	-3
CC(C)CC(=O)Nc1cc(NC(=O)CC(C)C)cc(C(=O)NC(C)(C)C)c1	-1	-6	4	-23[20 µM]	-24	9	-1	-10	-3
Cc1ccc(C)c(C(C)NC(=O)c2ccccc2Br)c1 (stereo not given)	0	-2	3	-12	10	7	1	-6	-5
O=C(N/N=C/C=C/c1ccccc1[N+](=O)[O-])c1cccnc1	-2	-21	6	-14	5	3	6	-4	-2
CCn1nc(C)c(Br)c1-c1nc(CS(=O)(=O)c2ccc(F)cc2)no1	1	-3	1	-19	11	0	-1	-7	-6
CN1C(C(=O)NCc2ccccc2)CC2Cn3c(nc4ccccc43)C21 (stereo not given)	/	-7	/	-27	0	14	/	-7	/
CN(C)C(=O)CNc1n[nH]c(=S)[nH]c1=O	-5	-20	-3	4	18	28	1	-15	-6

Not a retest: 14 of the compounds above.
SMILES	p97 inhibitor	TbHK1 inh	BaF3 tox	Furin inhibitor	PPC-1+TRAIL kill	PGE2 EP2 inh	Ba/F3 V617F tox	NCF1 inh	RBBP9 inh
O=C(O)c1ccc2cccc(O)c2n1	5	-8	3	-7	-16	10	-7	1	7
Cc1onc(-c2ccccc2)c1C(=O)Nc1cccc(C#N)c1	7	6	5	-34	8	12	2	-3	-2
N/C(=N\OC(=O)COc1ccc([N+](=O)[O-])cc1)c1ccncc1	-3	-7	5	-11	17	3	3	8	1
CCC(=O)N1CCc2cc(S(=O)(=O)N3CCc4ccccc4C3)ccc21	3	-4	1	-16[20 µM]	-15	11	-4	0	4
O=C(N/N=C/c1ccco1)c1ccccn1	1	-30	6	-2[20 µM]	3	10	-3	6	-8
Cc1ccc(CCNC(=O)c2nnn(-c3cc(C)cc(C)c3)c2N)cc1	1	6	2	-24	19	7	-1	-9	-6
CN(C)c1ccc(NC(=O)CSc2nc3ccccc3c(=O)n2C2CCCCC2)cc1	3	-3	6	-11	20	7	1	-7	-4
O=C1NC(=O)C(Cc2ccccc2)(c2cccnc2)N1 (stereo not given)	8	-8	-1	-7	10	9	-3	0	3
COc1cccc(CN=C2Nc3ccccc3CS2)c1	4	3	-1	-32	0	4	-2	-6	-2
CCOC(=O)C1(Cc2ccccc2C)CCCN(S(=O)(=O)c2cccnc2)C1 (stereo not given)	-9	-10	1	-13	24	2	0	12	-8
Cc1nc2cc(NC(=O)Nc3ccc(Br)cc3)ccc2o1	2	-2	9	-13	14	0	3	-12	-3
COC(=O)c1ccccc1Nc1cc(C)nc2nc(C)nn12	5	-10	7	-2	-7	3	0	-4	2
CCc1cccc(NC(=O)Nc2cccs2)c1	7	19	6	-17	4	19	0	-6	5
COc1ccc(CCNC(=O)c2ccc(CS(=O)(=O)c3ccc(C)cc3)o2)cc1OC	-1	2	3	-1[20 µM]	-2	12	-3	0	3

New compounds follow
SMILES	p97 inhibitor	TbHK1 inh	BaF3 tox	Furin inhibitor	PPC-1+TRAIL kill	PGE2 EP2 inh	Ba/F3 V617F tox	NCF1 inh	RBBP9 inh
C/C=C/C(=O)OCC(=O)Nc1ccc(SC(F)F)cc1	3	2	2	-20	4	0	-4	-1	-1
Cc1ccc(OCc2nn3c(-c4ccco4)nnc3s2)cc1	-5	3	-3	-17	13	6	-3	-6	-5
C/C(=N\NC(=O)c1nonc1N)c1cccs1	-5	-31	9	-2	5	7	3	-18	-1
CCOc1ccc(-c2cnc3n2CCC3)cc1	4	-4	7	-21[20 µM]	3	15	0	-7	-3
Cc1ccc(C(=O)NNC(=O)C2CCN(Cc3ccccc3)CC2)cc1	-5	4	7	-13[20 µM]	10	7	2	3	-8
CCn1c(-c2ccsc2)nc2c1c(=O)[nH]c(=O)n2Cc1ccccc1	5	3	4	-25	-4	5	0	-6	-5
CCO[C@@H]1OC(C(N)=O)=C[C@H](C2CCCCC2)[C@H]1CCCO	/	-4	/	-30	3	31	/	-15	/
Cc1nc(Nc2ccc(C(=O)O)cc2)sc1-c1ccccc1	7	-36	2	-3	28	10	1	-3	12
CCOc1ccc(/C=N/n2nnnc2N)cc1O	-12	-46	4	8	29	7	4	3	-7
O=C(OC(C(=O)NCc1cccs1)c1ccc(F)cc1)c1ccco1 (stereo not given)	4	1	4	-25	-10	7	2	-6	-4
NC(=O)c1ccsc1NC(=O)c1nc(-c2ccccc2)n(-c2ccccc2)n1	14	-2	-1	-22	19	6	-2	-30	-6
COCCn1c(C)cc(C(=O)CSc2ccc3ccccc3n2)c1C	-2	-13	5	-10[20 µM]	11	17	1	-17	-7
COc1cc(OC)c2c(C)cc(=O)oc2c1	8	-14	0	-129	-12	6&8	-1	-6	-9
CC1CC(=O)N(c2ccc(NCc3ccc(Cl)cc3)c([N+](=O)[O-])c2)C1=O (stereo not given)	5	34	9	-13	25	8	0	-10	-3
COc1ccc(-c2oc3ncnc(NCCN4CCOCC4)c3c2-c2ccc(OC)cc2)cc1	0	-23	2	-33	9	16	-2	/	-7
CC1=C(C(=O)OCc2ccccc2)C(c2ccc(-c3ccccc3)cc2)NC(=O)N1CCCCCC(=O)O (stereo not given)	-3	38	6	-10	18	10	-2	-9	-9
Cc1cc(C(=O)OCC(=O)N2CC(=O)Nc3ccccc32)no1	1	0	-2	-25	-3	3	-2	8	-7
c1csc(-c2nn3c(Cn4nnc5ccccc54)nnc3s2)c1	2	1	0	-9[20 µM]	24	11	-3	3	-10
COc1cc(NC(=O)c2c(F)c(F)c(F)c(F)c2F)c(OC)cc1Cl	2	3	4	-20[20 µM]	6	13	-1	-7	-5
CCOc1ccc(C(=O)COC(=O)CC)cc1	1	-4	2	0	10	13	0	-4	2
COc1ccc(NC(=O)c2ccc(Cn3cc(Cl)cn3)cc2)cc1	1	-7	-1	-30	/	13	1	11	-5
Cc1cc(C(F)(F)F)c2sc(N)nc2n1	0	-1	3	-72	-1	9	-2	-16	-1
CCOC(=O)C1CCN(Cc2oc(CO)cc(=O)c2O)CC1	-3	-10	7	-5[20 µM]	18	/	3	4	-6
CC1CCN(CC(O)COCCC23CC4CC(CC(C4)C2)C3)CC1 (stereo not given)	-9	-3	10	-15[20 µM]	19	18	8	-13	-7
CCOc1ccc(C2Nc3ccc4ccccc4c3-c3c2c(=O)oc2ccccc32)cc1 (stereo not given)	4	-33	1	-16[20 µM]	19	8	-5	-14	-10

(list continues)
SMILES	p97 inhibitor	TbHK1 inh	BaF3 tox	Furin inhibitor	PPC-1+TRAIL kill	PGE2 EP2 inh	Ba/F3 V617F tox	NCF1 inh	RBBP9 inh
CCOc1ccc(CC(=O)NCc2cn3c(C)csc3n2)cc1	-4	-1	5	6	11	7	3	2	-9
O=C(Nc1ccc(N2C(=O)CCC2=O)cc1Cl)c1cccs1	3	-4	-1	-19	0	20	1	-4	-5
COc1ccc(S(=O)(=O)N(C)C)cc1NC(=O)CSc1ncccn1	0	6	1	-11	18	5	4	2	2
CC(C)NC(=O)[C@@H]1C[C@@]1(C)[C@@H](NC(=O)OCc1ccccc1)c1ccccc1	-1	1	3	-8	6	7	-3	1	-7
O=C(CCn1ccc([N+](=O)[O-])n1)NC1CCCCCC1	2	-2	7	-13	12	4	3	-9	1
CC1(C)CC1C(=O)Nc1ccc([N+](=O)[O-])cc1Br (stereo not given)	0	-12	11	-3	6	3	6	-14	-1
CC1CN(C(=S)NC(=O)C2CCCCC2)CC(C)O1 (stereo not given)	8	31	3	-13	17	4	-5	-1	-4
N#CC(c1cccc(Cl)c1)c1ccc2c(C(F)(F)F)cc(C(F)(F)F)nc2n1 (stereo not given)	0	-8	-1	-19[20 µM]	33	11	-4	-18	3
